Source: PubChem BioAssay (several laboratories)
ROMK primary: human ROMK K+ channel modulation, primary screen. AID 1918. B-score at 10 µM. Tet-inducible ROMK, thallium flux fluorescence; actives lie on both sides. 130,000 tested, 2% active;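 active = signal ratio slope over the read window, or its plate-corrected B-score, at least 3 SD from the plate mean, either direction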;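 also: B-score of the F/F0 ratio slope over 7 to 12 s after thallium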
SRC2 TRFRET art: counter-screen for PPARgamma SRC-2 recruitment agonists: TR-FRET artefact; TR-FRET ratio at 8 µM; 200,000 tested, 0.4% active; active compounds read high; AID 1049; in the data active = TR-FRET ratio above about 2000; also: inactives centre near 1500
PPARg SRC3 recr: agonists of human PPARgamma SRC-3 coactivator recruitment; biochemical PPARgamma/SRC-3 coactivator recruitment assay; activation, % at 8 µM; P37231; AID 731; 200,000 tested, 0.26% active; in the data active = activation above about 23%;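 also: 0% = DMSO and 100% = reference agonist; some compounds past the cut are filed as inactive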
Target sequence (P37231 whole entry, looked up): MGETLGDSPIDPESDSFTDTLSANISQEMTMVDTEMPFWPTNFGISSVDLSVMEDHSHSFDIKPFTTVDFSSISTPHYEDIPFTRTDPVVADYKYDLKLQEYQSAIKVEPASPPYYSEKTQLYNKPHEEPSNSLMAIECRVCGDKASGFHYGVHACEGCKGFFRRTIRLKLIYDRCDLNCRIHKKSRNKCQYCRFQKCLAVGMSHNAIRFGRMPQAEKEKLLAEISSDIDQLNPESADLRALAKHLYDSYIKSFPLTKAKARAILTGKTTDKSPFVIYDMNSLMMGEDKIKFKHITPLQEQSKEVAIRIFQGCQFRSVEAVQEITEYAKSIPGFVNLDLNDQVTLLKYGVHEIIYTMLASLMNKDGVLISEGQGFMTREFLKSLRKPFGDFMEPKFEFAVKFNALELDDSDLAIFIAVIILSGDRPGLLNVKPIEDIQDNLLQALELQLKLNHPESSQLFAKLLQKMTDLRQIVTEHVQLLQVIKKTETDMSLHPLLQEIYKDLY
STAT3 inh: inhibitors of IL-6 induced STAT3 signaling. inhibition, % at 5.5 µM. AID 862. U3A cells, IL-6 STAT3-luciferase reporter, luminescence; host cell line lacks STAT1. 190,000 tested, 0.89% active;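 active = inhibition above the mean inhibition across all screened compounds plus 3 SD, cut at about 44% in these data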;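 also: 0% = DMSO only wells and 100% = 100 µM nifuroxazide control wells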
bIAP inhibitor: intestinal alkaline phosphatase (bovine) inhibition | AID 1019 | inhibition, % at 20 µM | 190,000 tested, under 10 active | purified bovine IAP, CDP-star luminescence, 30 min;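 active = over 50% inhibition of intestinal alkaline phosphatase at 20 µM in the single-dose screen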
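System: Purified bovine intestinal alkaline phosphatase (IAP) enzyme | Input: IAP diluted 1/65,000,000 in the well | Also added: CDP-star chemiluminescent phosphatase substrate, 30 µM final | Dosing: 20 µM single dose | Times: Enzyme reaction for 30 min at room temperature | Detection: Luminescence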
PPARg SRC-2 ag: PPARgamma-driven SRC-2 recruitment agonism. P37231. PPARgamma LBD-SRC-2 recruitment, biochemical. activation, % at 8 µM. 200,000 tested, 0.34% active. AID 1032; in the data active = activation above about 22%;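 also: 0% = vehicle and 100% = reference agonist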
TNAP act hiacc: activators of human TNAP at high phosphate acceptor concentration | purified TNAP, CDP-star luminescence, 1 M DEA, 30 min; active compounds read high; 0 = EDTA background, 1 = DMSO-only activity | activation factor at 20 µM | P05186 | 200,000 tested, under 10 active;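 active = activation factor at least 2 at 20 µM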
Target sequence (P05186 whole entry, looked up): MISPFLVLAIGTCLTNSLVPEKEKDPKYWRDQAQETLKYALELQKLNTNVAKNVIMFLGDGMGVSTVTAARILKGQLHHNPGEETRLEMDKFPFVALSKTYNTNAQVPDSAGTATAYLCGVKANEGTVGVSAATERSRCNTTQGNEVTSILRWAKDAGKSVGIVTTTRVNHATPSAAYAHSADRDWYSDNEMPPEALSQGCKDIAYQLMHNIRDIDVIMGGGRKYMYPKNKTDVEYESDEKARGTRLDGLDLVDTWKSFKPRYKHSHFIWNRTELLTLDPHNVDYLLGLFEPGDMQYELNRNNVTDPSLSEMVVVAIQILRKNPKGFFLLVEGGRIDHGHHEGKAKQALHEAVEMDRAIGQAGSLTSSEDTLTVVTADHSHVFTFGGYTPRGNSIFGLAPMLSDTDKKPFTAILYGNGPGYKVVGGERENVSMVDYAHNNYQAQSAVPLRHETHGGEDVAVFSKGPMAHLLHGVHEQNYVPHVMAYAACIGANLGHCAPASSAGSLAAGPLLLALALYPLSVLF
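Test system – human TNAP · Doses – 20 µM single point · Incubation – 30 min, room temperature · Signal – luminescent substrate turnover signal · Read-out basis – activation factor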
STAT1 inh: reduces IFN-gamma driven STAT1 reporter signal. NIH 3T3 STAT1-luciferase reporter, luminescence. inhibition, % at 5.5 µM. 200,000 tested, 0.35% active;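 active = inhibition above a set limit, the mean inhibition across all tested compounds plus 3 SD, cut at about 34% in these data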;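 also: 0% = IFN-gamma with DMSO and 100% = IFN-gamma with 300 µM nifuroxazide; values of inactives mirror those of a sister screen read the other way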
bIAP activator: increases bovine intestinal alkaline phosphatase activity | AID 1016 | activation factor at 20 µM | purified bovine IAP, CDP-star luminescence, 30 min; active compounds read high; fold of DMSO-control signal, blank-subtracted | 200,000 tested, 0.17% active;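 active = activation factor of 2 or more at 20 µM, a signal rise over negative controls twice the positive control's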
PPARg SRC-1 ag: PPARgamma-driven SRC-1 recruitment agonism. P37231. PPARgamma-SRC-1 coactivator recruitment biochemical assay. activation, % at 8 µM. 200,000 tested, 0.41% active; in the data active = activation above about 19%;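 also: 0% = DMSO and 100% = reference agonist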
STAT3 activator: STAT3 signaling activation. U3A cells, IL-6 STAT3-luciferase reporter, luminescence; 100% = signal with IL-6 EC80 alone. activation (% of control), % at 5.6 µM. 190,000 tested, 0.91% active;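 active = activation above the screen-wide mean of compound activation plus 3 SD, cut at about 130% in these data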;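 also: 0% = background luminescence of wells with medium and substrate only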
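Material: STAT3-luciferase reporter U3A cells. Controls: IL-6-treated wells, 100% activation. Read-out: % activation versus median of IL-6-stimulated wells. Probe or stimulus: IL-6 stimulus at 33 ng/mL final. Timing: compound 1 h, then IL-6 6 h at 37 °C. Signal: reporter luminescence signal.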
Numbers without * were called inactive; · = no result given.

SMILES	ROMK primary	SRC2 TRFRET art	PPARg SRC3 recr	STAT3 inh	bIAP inhibitor	PPARg SRC-2 ag	TNAP act hiacc	STAT1 inh	bIAP activator	PPARg SRC-1 ag	STAT3 activator
CC(C)N(Cc1nc(-c2ccccc2)no1)C(=O)CN1C(=O)c2ccccc2C1=O	0.021	1294	-4	1	22	-9	1.1	7	0.8	-3	102
CCOC(=O)Cn1nnc(-c2cccc(OC)c2)n1	·	1616	3	8	-9	0	1	-11	1.1	-5	101
C=CCOc1ccccc1/C=C/C(=O)O	0.82	1805	19	12	15	8	1	-5	0.8	7	95
O=C(COc1ccc(S(=O)(=O)NC2CCCCC2)cc1)N1CCN(c2ccc(F)cc2)CC1	·	1581	-2	30	4	5	1	4	1	4	82
O=C(Cc1c[nH]c2ccccc12)NNC(=O)c1ccccc1	0.15	1661	4	-13	10	15	1	-3	0.9	4	109
CCOc1ccc(N(C(=O)CNC(=O)c2ccco2)C(C(=O)NC2CCCC2)c2ccncc2)cc1 (centres undefined)	0.46	1556	0	15	-7	-4	1	-2	1.1	11	91
O=C(Cc1ccccc1)N1CCN=C1SCc1cccc([N+](=O)[O-])c1	-0.57	1626	2	3	9	0	1	6	0.9	3	102
Cc1ccc(C(=O)N(c2ccccn2)C(C)c2ccco2)cc1 (centres undefined)	·	1509	0	2	7	-1	1.1	0	0.9	0	102
Cc1ccc(-c2c3c(=O)n(C)c(=O)n(C)c3cn2Cc2ccccc2)cc1	0.21	1460	1	5	0	3	1	3	1	-6	100
Oc1ccc(C(c2nnnn2C2CCCCC2)N2CCOCC2)cc1 (centres undefined)	0.52	1715	2	3	-4	1	1.1	-7	1	3	102
Cc1cccc(NC(=O)NNC(=O)c2nn(C)cc2Br)c1	·	1527	-1	1	8	-1	1	6	0.9	7	101
CC(C)N1CC23C=CC(O2)C(C(=O)OCc2ccccc2)C3C1=O (centres undefined)	·	1477	-1	10	2	-4	1	-12	1	-1	96
Fc1ccc(-n2c(-c3ccc4c(c3)OCO4)n[nH]c2=S)cc1Cl	·	1751	8	-4	10	-2	1	-10	0.9	11	103
c1ccc(-c2nc(N3CCNCC3)nc3ccccc23)cc1	0.9	1671	1	16	9	7	1.1	-1	0.9	3	93
COCCCN(C(=S)NC(=O)C12CC3CC(CC(C3)C1)C2)c1c(N)n(Cc2ccccc2)c(=O)[nH]c1=O	-0.029	1807	1	2	5	-2	1	-16	0.9	7	103

Reprinted from above for reference:
SMILES	ROMK primary	SRC2 TRFRET art	PPARg SRC3 recr	STAT3 inh	bIAP inhibitor	PPARg SRC-2 ag	TNAP act hiacc	STAT1 inh	bIAP activator	PPARg SRC-1 ag	STAT3 activator
C=CCOc1ccccc1/C=C/C(=O)O	0.82	1805	19	12	15	8	1	-5	0.8	7	95
O=C(COc1ccc(S(=O)(=O)NC2CCCCC2)cc1)N1CCN(c2ccc(F)cc2)CC1	·	1581	-2	30	4	5	1	4	1	4	82
O=C(Cc1c[nH]c2ccccc12)NNC(=O)c1ccccc1	0.15	1661	4	-13	10	15	1	-3	0.9	4	109
CCOc1ccc(N(C(=O)CNC(=O)c2ccco2)C(C(=O)NC2CCCC2)c2ccncc2)cc1 (centres undefined)	0.46	1556	0	15	-7	-4	1	-2	1.1	11	91
O=C(Cc1ccccc1)N1CCN=C1SCc1cccc([N+](=O)[O-])c1	-0.57	1626	2	3	9	0	1	6	0.9	3	102
Cc1ccc(C(=O)N(c2ccccn2)C(C)c2ccco2)cc1 (centres undefined)	·	1509	0	2	7	-1	1.1	0	0.9	0	102
Cc1ccc(-c2c3c(=O)n(C)c(=O)n(C)c3cn2Cc2ccccc2)cc1	0.21	1460	1	5	0	3	1	3	1	-6	100
Oc1ccc(C(c2nnnn2C2CCCCC2)N2CCOCC2)cc1 (centres undefined)	0.52	1715	2	3	-4	1	1.1	-7	1	3	102
Cc1cccc(NC(=O)NNC(=O)c2nn(C)cc2Br)c1	·	1527	-1	1	8	-1	1	6	0.9	7	101
CC(C)N1CC23C=CC(O2)C(C(=O)OCc2ccccc2)C3C1=O (centres undefined)	·	1477	-1	10	2	-4	1	-12	1	-1	96
Fc1ccc(-n2c(-c3ccc4c(c3)OCO4)n[nH]c2=S)cc1Cl	·	1751	8	-4	10	-2	1	-10	0.9	11	103
c1ccc(-c2nc(N3CCNCC3)nc3ccccc23)cc1	0.9	1671	1	16	9	7	1.1	-1	0.9	3	93
COCCCN(C(=S)NC(=O)C12CC3CC(CC(C3)C1)C2)c1c(N)n(Cc2ccccc2)c(=O)[nH]c1=O	-0.029	1807	1	2	5	-2	1	-16	0.9	7	103

Carrying on:
SMILES	ROMK primary	SRC2 TRFRET art	PPARg SRC3 recr	STAT3 inh	bIAP inhibitor	PPARg SRC-2 ag	TNAP act hiacc	STAT1 inh	bIAP activator	PPARg SRC-1 ag	STAT3 activator
O=C(CSc1n[nH]c(-c2ccccc2)n1)c1ccc(O)c(O)c1	·	1360	-2	7	·	-10	1	6	0.3	4	100
CS(=O)(=O)N1CC2CCCN2c2ccc(C(F)(F)F)cc21 (centres undefined)	0.0092	1358	2	2	-21	-6	1	2	1.2	10	105
O=C(NCC1CCCO1)c1cc(C(=O)C2CC2)c[nH]1 (centres undefined)	·	1548	3	-5	9	-8	1	-2	0.9	-6	109
COc1cc(SC)ccc1C(=O)OC1CCOC1=O (centres undefined)	·	1485	10	8	10	3	1.1	-1	0.9	-1	100
O=C(COC(=O)C1CCCCC1)Nc1ccc(N2CCCCC2)cc1	-1	1617	0	2	-5	2	1	2	1.1	6	103
COc1ccccc1CN(C(=O)c1ccco1)C(C(=O)NC1CCCC1)c1ccncc1 (centres undefined)	·	1459	0	-7	2	5	1.1	2	1	-2	111
COc1ccc(OC)c(NC(=O)Nc2cc(NC(=O)Nc3cc(OC)ccc3OC)c(C)nc2C)c1	-0.0084	1865	1	14	-2	13	1	-1	1	4	91
O=C(Nc1nc(-c2cccc([N+](=O)[O-])c2)cs1)C(c1ccccc1)c1ccccc1	·	1588	-5	13	14	2	1	-2	0.9	5	94
CO/N=C/C(NC(=O)c1ccc(C(F)(F)F)cc1)C(=O)OC (centres undefined)	1.7	1616	0	37	2	11	1.1	3	1	-7	73
COc1cc(C(=O)N2CCC(c3nc(-c4cccnc4)no3)CC2)cc(OC)c1OC	1.3	1488	-13	3	-1	-8	1	-2	1	1	101
O=C1c2ccccc2C(=O)N1Cc1cccnc1	-0.025	1602	4	8	9	2	1	-3	0.9	1	95
NS(=O)(=O)c1ccc(C(=O)O)cc1	·	1533	-3	1	8	-4	1	4	0.9	-1	101
Cc1nc2ccc(S(=O)(=O)NCC(=O)NCc3ccc4c(c3)OCO4)cc2s1	0.72	1486	14	1	-12	12	1	-3	1.1	5	100
CC(C)CCNC(=O)[C@H](CSCc1ccccc1)N1Cc2ccccc2C1=O	-0.6	1537	5	-12	-4	2	1.1	6	1	1	110
CCn1ncc(Br)c1C(=O)Nc1cc(C)ccc1F	·	1509	-2	5	6	6	1	-2	0.9	15	99
COc1cc(C2/C(=C(/O)c3ccccc3)C(=O)C(=O)N2c2ccccn2)ccc1O (centres undefined)	0	1499	-1	-6	11	5	1	-14	0.9	-3	107
CC(=O)Oc1cccc(N2C(=O)C3C4C=CC(C4)C3C2=O)c1 (centres undefined)	·	1690	-8	1	4	-9	1	8	1	-8	101
O=C(N=C1c2ccccc2CN1c1ccccc1)c1cccc([N+](=O)[O-])c1	·	1488	1	9	4	2	1	-15	1	-2	96
CCc1nc(NCCN2CCOCC2)c2oc3ccccc3c2n1	0.052	1609	-9	-3	2	0	1	4	1	3	109
Cc1cccc(NC(=O)Cn2c(C)c(C#N)c3ccccc32)c1C	·	1504	-4	9	-57	-4	1.1	10	1.6	2	101
S=C(Nc1ccc2c(c1)OCO2)Nc1ccc2c(c1)OCO2	0.91	1557	2	2	0	-1	1	-16	1	7	101
Cc1nc(Cl)c2c(n1)NC1=C(O2)C(=O)CCC1	·	1677	3	2	5	15	0.9	16	1	13	98
Cc1ccc(NC(=O)CNc2ccccc2CN(C)C2CCCCC2)cc1	-0.23	1651	2	-3	·	5	1	5	0.4	14	104
O=C(NCc1cccs1)C1CCCN1C(=O)Nc1ccccc1 (centres undefined)	0.051	1224	-4	0	3	-3	1.1	-1	1	4	104
O=C(Cn1cnc2c(nnn2Cc2ccccc2)c1=O)N1CCCc2ccccc21	·	1597	-1	-9	4	2	1	-3	1	0	107
O=S(c1ccc2ccccc2c1)c1cnns1 (centres undefined)	·	1447	-1	12	5	4	1	12	1	2	91
CCCN(CCC)CCCNC(=S)Nc1ccc2nc(N3CCN(CC)CC3)cc(C)c2c1	-1.6	1519	2	-14	-17	4	1.1	-1	1.2	-9	111
CC(C)c1nnc(NC(=O)C2CCCN2C(=O)Nc2ccccc2[N+](=O)[O-])s1 (centres undefined)	0.54	1535	-2	17	6	-1	1.1	-1	0.9	2	92
O=C1c2ccccc2C(=O)N1CCCCN(C(=O)c1cc2ccccc2oc1=O)c1ccc(Cl)cc1	-2.3*	1405	-4	-8	10	-5	1	7	0.9	-5	105
O=C(O)C1CCCN1S(=O)(=O)c1cccc2nsnc12 (centres undefined)	0.46	1566	-1	3	3	-7	1	-5	1	-2	98

Complete entries, looked up by structure:
`COc1cc(C2/C(=C(/O)c3ccccc3)C(=O)C(=O)N2c2ccccn2)ccc1O` (centres undefined) is listed with ROMK primary: 0; SRC2 TRFRET art: 1499; PPARg SRC3 recr: -1; STAT3 inh: -6; bIAP inhibitor: 11; PPARg SRC-2 ag: 5; TNAP act hiacc: 1; STAT1 inh: -14; bIAP activator: 0.9; PPARg SRC-1 ag: -3; STAT3 activator: 107
`Cc1nc(Cl)c2c(n1)NC1=C(O2)C(=O)CCC1` is listed with ROMK primary: ·; SRC2 TRFRET art: 1677; PPARg SRC3 recr: 3; STAT3 inh: 2; bIAP inhibitor: 5; PPARg SRC-2 ag: 15; TNAP act hiacc: 0.9; STAT1 inh: 16; bIAP activator: 1; PPARg SRC-1 ag: 13; STAT3 activator: 98

(cont.)
SMILES	ROMK primary	SRC2 TRFRET art	PPARg SRC3 recr	STAT3 inh	bIAP inhibitor	PPARg SRC-2 ag	TNAP act hiacc	STAT1 inh	bIAP activator	PPARg SRC-1 ag	STAT3 activator
O=C(O)c1ccccc1Nc1ccc([N+](=O)[O-])cc1	1.3	1578	-1	-15	·	2	0.8	-44	0.1	0	110
NC(=O)c1ccsc1NC(=O)COc1ccccc1	-1.3	1638	-4	16	6	10	1	-19	0.9	8	86
COc1cc(-c2nc3ccccn3c2/N=C/c2cc(OC)c(O)cc2Cl)ccc1O	0.12	1862	9	34	8	17	0.8	-13	0.9	6	78
CC(=O)c1cccc(NC(=O)Cc2coc3cc4c(cc23)CCC4)c1	0.13	1819	6	3	10	14	1	-3	0.9	11	96
CC(=O)N1C2CCCCC2S[C@H]2CCCCC21 (some centres undefined)	·	1723	-3	9	10	3	1.1	-1	0.9	1	102
CC(C)=CC(=O)OCC(=O)Nc1cc(C)ccc1C	-0.48	1487	3	9	-15	-4	1	-7	1.1	7	99
